# Screens from PubChem.
# rCAG RNA binder – molecules binding r(CAG) RNA repeats. AID 651821. r(CAG) RNA repeat, TO-PRO-1 dye displacement fluorescence. 370,000 compounds, 1.3% hits. inhibition, % at 3 µM;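 active = inhibition above the plate cutoff, the mean of all test compounds on that plate plus 3 SD, cut at about 35% in these data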;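 also: 0% = DMSO alone and 100% = 100 µM mitoxantrone as full dye displacement; higher means more dye released from RNA so lower well fluorescence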
# GC-B act – GC-B (human) receptor activation | P20594 | HEK293-GC-B cells, CNP EC30, cGMP TR-FRET; 0% at EC30 CNP, 100% saturating CNP | activation, % at 10 µM | 370,000 compounds, 0.11% hits;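 active = activation at 10 µM reaching about 35% in either raw or pattern-adjusted values, limit read from the data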
# TDP2 inh – TDP2 (human) inhibition, absorbance primary screen | recombinant TDP2, T5PNP hydrolysis, p-nitrophenol absorbance 415 nm | O95551 | inhibition, % at 12.8 µM | 370,000 compounds, 0.34% hits | AID 720702;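 active = inhibition above the mean of all tested compounds plus 3 SD, set per campaign, cut at about 25% in these data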;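 also: 0% = DMSO with enzyme and 100% = buffer with substrate but no TDP2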
#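 System – recombinant human TDP2 · Amount – 120 nM TDP2 per well · Buffer or medium – Mg2+-containing Tris-HCl buffer, pH 7.5 · Reagent – T5PNP substrate, 5 mM · Dosing – 12.8 µM single point, 1% DMSO · Incubation – 2 h at 37 °C · Measured by – epi absorbance · Read-out basis – percent inhibition · Benchmarks – high control without enzyme, low control DMSO plus TDP2 · Repeats – singlicate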
# MBD2 inh – MBD2-methylated oligo binding inhibition; Q9UBB5; TR-FRET, MBD2 binding to methylated oligonucleotide; inhibition, % at 4.4 µM; 370,000 compounds, 0.31% hits; AID 686964; in the data active = inhibition above about 13%
# PRMT1 inh – inhibitors of human PRMT1. Q99873. recombinant PRMT1, activity-based probe fluorescence polarization. inhibition, % at 2.79 µM. 370,000 compounds, 1.3% hits;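 active = inhibition above about 21% made by adding two undisclosed values, limit read from the data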
# Target sequence (Q99873 whole entry, looked up): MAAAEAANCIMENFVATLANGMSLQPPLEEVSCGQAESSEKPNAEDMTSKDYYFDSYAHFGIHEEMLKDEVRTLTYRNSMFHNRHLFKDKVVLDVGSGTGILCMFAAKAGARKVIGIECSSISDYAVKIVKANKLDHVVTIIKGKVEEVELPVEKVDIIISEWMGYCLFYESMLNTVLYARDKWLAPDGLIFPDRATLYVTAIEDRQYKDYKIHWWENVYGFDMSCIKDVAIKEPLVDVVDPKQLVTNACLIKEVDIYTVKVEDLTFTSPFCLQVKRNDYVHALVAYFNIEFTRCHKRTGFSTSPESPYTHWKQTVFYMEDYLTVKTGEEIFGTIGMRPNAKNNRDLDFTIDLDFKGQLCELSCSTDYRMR
# LEDGF integ inh – blocks HIV-1 LEDGF/p75-dependent DNA integration | TR-FRET IN-LEDGF/p75 DNA integration, Eu/Cy5 | inhibition, % at 3.7 µM | 370,000 compounds, 0.64% hits;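 active = inhibition above the screen-wide mean plus 3 SD, cut at about 13% in these data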;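 also: signal is the Cy5 over europium emission ratio at 671 and 618 nm; 0% = plate median of compound wells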
# SIAE inh – inhibitors of human sialic acid acetylesterase SIAE; 370,000 compounds, 0.69% hits; inhibition, % at 9.66 µM; Q9HAT2; SIAE FP-Rh probe binding, fluorescence polarization; AID 1053197;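 active = inhibition above a cutoff: mean of compounds within the control limits plus 3 SD of those, cut at about 17% in these data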;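 also: 0% = plate median of compound wells and 100% = probe without SIAE protein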
# Target sequence (Q9HAT2 whole entry, looked up): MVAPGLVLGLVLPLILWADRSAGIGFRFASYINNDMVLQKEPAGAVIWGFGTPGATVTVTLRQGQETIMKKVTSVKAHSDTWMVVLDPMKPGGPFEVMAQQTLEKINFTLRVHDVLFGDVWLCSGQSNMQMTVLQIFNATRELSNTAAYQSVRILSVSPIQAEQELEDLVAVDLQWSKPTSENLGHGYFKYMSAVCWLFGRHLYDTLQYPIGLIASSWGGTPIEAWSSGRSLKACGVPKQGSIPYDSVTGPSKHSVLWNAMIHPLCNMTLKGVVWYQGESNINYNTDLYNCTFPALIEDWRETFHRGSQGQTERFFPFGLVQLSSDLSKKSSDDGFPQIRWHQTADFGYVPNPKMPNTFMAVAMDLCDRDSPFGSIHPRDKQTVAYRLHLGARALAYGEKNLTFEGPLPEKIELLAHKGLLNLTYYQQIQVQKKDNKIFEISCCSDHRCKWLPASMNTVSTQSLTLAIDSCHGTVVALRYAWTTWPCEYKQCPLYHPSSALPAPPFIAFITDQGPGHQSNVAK
# TCR CD3 inh – blocks the human TCR-CD3 interaction | TAMRA-labeled TCR probe fluorescence, biochemical | 360,000 compounds, 0.37% hits | inhibition, % at 9.4 µM; in the data active = inhibition above about 19%;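 also: recombinant mutant TCR 2C K166C tagged with TAMRA read by polarization; 0% = receptor in buffer alone and 100% = receptor with positive control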
# HTRA1 inhibitor – HTRA1 (human) protease inhibition; 340,000 compounds, 0.5% hits; Q92743; AID 504803; recombinant HTRA1, FP-rhodamine activity-based probe, fluorescence polarization; inhibition, % at 5.96 µM; in the data active = inhibition above about 36%;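 also: 0% = enzyme with DMSO and 100% = wells lacking enzyme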
# mABHD4 FP – inhibitors of mouse ABHD4. purified mABHD4, FP-Rh probe fluorescence polarization. 370,000 compounds, 0.54% hits. Q8VD66. inhibition, % at 8.92 µM;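 active = inhibition exceeding the mean over every tested compound plus 3 SD, cut at about 30% in these data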;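 also: 0% = plate median of compound wells and 100% = S159A mutant with DMSO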
#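 Assay system: Wild-type mouse ABHD4 protein | Medium: HEPES pH 7.0 buffer, 150 mM NaCl, 0.01% Pluronic F-127 | Incubation: Enzyme–compound pre-incubation 45 min, then probe 60 min, both 25 °C | Technique: Fluorescence polarization with parallel and perpendicular emission, 525/598 nm | Evaluation: % inhibition of FP-Rh probe binding versus controls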
# * = called active by the depositor; · = not tested or not shown. Some of the compounds tested, so the mix of outcomes need not match the whole.
# The opening 4 entries, ahead of the listing:
SMILES,rCAG RNA binder,GC-B act,TDP2 inh,MBD2 inh,PRMT1 inh,LEDGF integ inh,SIAE inh,TCR CD3 inh,HTRA1 inhibitor,mABHD4 FP
CC(C)NS(=O)(=O)c1ccc(OCC(=O)NCc2ccco2)cc1,0.7,-1.5,-9.0,-1.9,2.6,-2.7,1.9,-2.3,4.1,-2.2
COC(=O)C1CCN(Cc2cc(=O)oc3cc(C)c(Cl)cc23)CC1,-5.5,0.9,12.3,-2.3,-4.8,0.3,0.5,10.6,5.4,-0.2
COc1ccc(OCc2cc(C(=O)N[C@H]3CCCCNC3=O)no2)c(Cl)c1,-2.8,-0.8,19.0,-4.9,-2.8,0.1,1.8,21.4*,0.9,-1.5
CC12C(=O)N(n3cnnc3)C(=O)C1C1C=CC2C1 (centres undefined),2.8,2.3,3.3,0.1,-2.0,1.2,1.5,0.6,1.6,-1.3

# This part in full, from the first entry:
SMILES,rCAG RNA binder,GC-B act,TDP2 inh,MBD2 inh,PRMT1 inh,LEDGF integ inh,SIAE inh,TCR CD3 inh,HTRA1 inhibitor,mABHD4 FP
CC(C)NS(=O)(=O)c1ccc(OCC(=O)NCc2ccco2)cc1,0.7,-1.5,-9.0,-1.9,2.6,-2.7,1.9,-2.3,4.1,-2.2
COC(=O)C1CCN(Cc2cc(=O)oc3cc(C)c(Cl)cc23)CC1,-5.5,0.9,12.3,-2.3,-4.8,0.3,0.5,10.6,5.4,-0.2
COc1ccc(OCc2cc(C(=O)N[C@H]3CCCCNC3=O)no2)c(Cl)c1,-2.8,-0.8,19.0,-4.9,-2.8,0.1,1.8,21.4*,0.9,-1.5
CC12C(=O)N(n3cnnc3)C(=O)C1C1C=CC2C1 (centres undefined),2.8,2.3,3.3,0.1,-2.0,1.2,1.5,0.6,1.6,-1.3
O=C(NCc1nnnn1-c1ccc(F)cc1)c1cc2ccccc2o1,1.4,1.4,8.8,0.6,6.3,-0.2,1.7,-2.3,-0.5,3.5
O=C(NCCc1cccs1)c1ccc(CS(=O)Cc2cccc(Cl)c2)o1 (centres undefined),2.9,-3.4,-9.5,-2.2,-3.6,2.9,0.8,2.1,1.4,-5.4
Cc1nc(C(=O)NCC(=O)c2ccc(Cl)cc2)c(C(F)(F)F)o1,-0.7,-2.9,11.2,-3.4,3.7,0.4,1.2,6.4,10.5,5.8
O=C(CSc1ccsc1[N+](=O)[O-])NC1CCCC1,5.1,3.5,-5.0,-4.8,0.7,1.3,15.1,9.6,-4.8,6.8
Cc1cc(/C=C2/NC(=O)N(c3ccccc3)C2=O)c(C)n1-c1cccnc1,5.4,-2.1,1.8,6.3,-0.7,-2.5,3.5,-3.6,-0.9,7.6
O=C(N[C@H](C(=O)N1CCC[C@H]1C(=O)NC1CCCC1)C1CCCCC1)c1ccco1,-1.6,-1.1,2.8,1.4,-0.3,2.9,-4.7,1.0,·,-4.5
CC1CN(C(=O)c2cc3cc(Cl)cc(Cl)c3oc2=O)CC(C)O1 (centres undefined),-1.6,3.0,-15.2,1.8,-0.7,3.0,-3.6,0.7,5.3,7.8
COc1ccc(C=Nn2c(-c3n[nH]c4c3CCC4)n[nH]c2=S)cc1OCc1ccccc1,48.7*,5.6,-4.2,0.6,20.2,-1.2,4.6,·,·,1.5
COc1cccc(OCC(=O)Nc2c3c(nn2-c2ccc(F)cc2)CS(=O)(=O)C3)c1,0.1,-2.7,1.9,3.3,0.6,-6.7,3.2,2.5,2.1,9.9
COc1ccccc1CNC(=O)COC(=O)c1ccc(-n2cnnn2)cc1,0.9,-0.8,12.2,1.6,-4.8,-1.8,15.3,1.4,-4.9,-0.8
CC(O)c1cccc(-c2ccc(CN3C[C@]4(CO)O[C@@H](CO)C[C@@H]4S3(=O)=O)cc2)c1 (some centres undefined),1.2,0.2,-0.7,-1.8,-3.9,0.4,2.1,3.3,4.6,2.0
O=C(Nc1ccccc1)c1ccc(N2CCN(c3ccccc3)CC2)c(S(=O)(=O)N2CCOCC2)c1,3.3,2.3,0.0,-1.1,1.1,-1.2,-16.5,0.1,-37.8,3.8
O=C(CS(=O)CC(=O)N(CC(=O)NC1CCCC1)c1ccccc1F)Nc1ccc(F)cc1 (centres undefined),-1.0,0.4,-2.9,4.1,-3.0,2.6,4.1,-7.0,0.3,-7.8
COc1cccc(C2=CC(c3ccccc3)n3nnnc3N2)c1 (centres undefined),0.5,12.2,2.2,0.1,0.1,-0.7,0.7,4.1,-9.3,-0.1
Cc1ccnc(SCc2cn3c(C)cc(C)nc3n2)n1,-1.9,3.9,5.2,-2.4,-0.3,4.3,0.5,0.9,0.4,-0.7
CC(=O)OC(C(=O)NC1CCCCC1)c1cccc(F)c1 (centres undefined),-0.5,2.4,-19.6,-1.3,-4.1,-3.3,4.7,8.0,2.5,7.2
CCOC(=O)[C@@H]1[C@H]2COc3cc(OC)ccc3[C@@H]2N2C(=O)N(c3ccc(F)cc3)C(=O)[C@]12C,-3.8,2.2,-3.2,2.9,-1.0,-2.0,-0.1,0.1,-14.9,3.4
O=C(c1ccco1)N(CCC(c1ccccc1)c1ccco1)Cc1ccco1 (centres undefined),6.8,0.1,1.3,6.0,5.2,6.5,-20.6,7.3,-33.5,1.5
N#Cc1cccc(NC(=O)COC(=O)Cn2nc(-c3ccccc3)oc2=O)c1,0.5,-2.2,6.2,4.9,-0.6,0.9,4.6,-1.5,-5.5,3.5
O=C(/C=C/c1ccccc1)Nc1cccnc1Cl,-1.9,-8.0,-4.6,0.9,0.5,1.8,-2.5,-1.4,2.9,-2.9
Cc1cccc2c(=O)c(C(=O)N3CCCCCC3)c[nH]c12,0.9,3.5,10.1,10.5,0.1,0.2,2.2,1.6,3.1,9.3
CNc1nc(N2CCc3ccccc32)ncc1F,-1.9,-5.3,-7.6,3.9,-0.4,-0.7,0.8,-9.7,-5.0,-14.4
CCOC1=C2[C@@H](CN(S(=O)(=O)c3ccc(C)cc3)[C@H]2c2cccc3ccccc23)[C@H]2C(=O)N(C3CCCCC3)C(=O)[C@H]2C1,10.0,1.3,-4.0,-3.2,-4.2,1.6,-1.7,0.8,·,-1.2
CC(C(=O)NCc1ccccc1)n1c(CSCCOc2ccccc2)nc2ccccc21 (centres undefined),0.5,-15.0,2.1,0.7,2.0,-2.7,-2.9,-4.4,·,-8.4
Cc1cc(C)n(C/C=C/Cn2nc(C)cc2C)n1,-6.7,-15.9,-6.7,4.4,5.1,-4.2,-8.1,-5.2,-3.4,1.0
COc1ccc(/C=C2/SC(=O)N(CCC(=O)Nc3ccccc3C(=O)O)C2=S)cc1,12.8,2.0,21.5,-6.2,0.4,2.9,10.3,2.3,-0.1,0.0
COc1cc2c(C#N)c(N3CCCCC3)nc(N)c2c(N)n1,17.5,2.5,9.5,-2.3,5.4,33.5*,2.1,-1.6,17.5,14.8
Cc1ccc(S(=O)(=O)N(C)C)cc1NC(=O)COC(=O)C1(c2ccccc2)CC1,4.9,1.7,-6.7,6.0,2.1,-6.2,-2.8,4.8,-1.4,-11.8
O=C(Nc1ccc(Cl)c(Cl)c1)Nc1cc(S(=O)(=O)N2CCOCC2)ccc1N1CCCC1,13.9,-1.0,0.8,0.2,18.0,-1.0,-33.3,-6.5,-30.5,-6.7
O=C(c1cnn2c(C(F)F)cc(-c3ccccc3)nc12)N1CCCCC1c1cccnc1 (centres undefined),-5.1,-12.8,-2.8,4.2,2.7,-4.0,-4.5,-1.0,-6.1,-3.0
COc1ccc(-c2ccc(C#N)c(SCC(=O)NCc3ccco3)n2)cc1OC,5.3,1.5,-2.8,0.3,-0.7,-1.2,-24.9,3.6,-1.5,-2.7
COc1ccc(CCN(C)Cc2c(O)ccc3ccccc23)cc1OC,-0.6,-2.4,7.7,-6.3,3.5,0.1,12.6,4.1,3.4,-6.1
CC12CN3CCN(CC(C3)/C1=N\NC(=O)c1ccccc1N)C2,1.4,3.7,-0.5,1.6,-1.9,1.7,3.0,-8.7,5.8,-3.6
O=C(Cn1c(-c2ccccc2)noc1=O)N1CCC(Cc2ccccc2)CC1,-2.5,-14.2,-7.7,1.6,6.0,-0.4,-1.3,-3.3,-6.4,-6.5
O=C1N[C@H](Cc2ccccc2)COC(=O)[C@H](Cc2ccc(F)cc2)C/C=C\C[C@H]1CC(=O)N(CCO)Cc1ccccc1,1.5,5.1,-4.2,2.4,-1.6,2.7,-6.1,1.4,-17.0,-0.3
O=C(O)/C=C/c1cn(Cc2ccccc2)nc1-c1ccc(Cl)cc1,13.9,-1.4,0.7,-1.7,-2.5,-1.6,8.8,3.5,-6.6,-4.3
CC(=O)c1nc(N2C(=O)CC(Cc3ccccc3)C2=O)sc1C (centres undefined),-0.3,-0.2,-1.2,-6.8,-1.4,7.2,15.5,-0.5,2.3,-6.8
COc1ccccc1-c1nc(SCC(=O)O)n[nH]1,-1.3,4.5,-10.8,-1.7,0.4,-1.6,-4.8,8.6,5.3,2.9
O=C(NC(c1ccccc1)c1ccccc1)C1CCCO1 (centres undefined),1.0,-1.1,7.4,-2.3,-2.1,1.6,-0.4,-2.2,3.8,-4.7
COc1ccc(N2CCN(C3CC(=O)N(Cc4ccc(N5CCCC5=O)cc4)C3=O)CC2)cc1 (centres undefined),-4.1,2.2,16.1,3.7,6.1,-0.9,4.1,1.1,1.3,2.9
O=c1cc[nH]c2ccc(OC(F)(F)F)cc12,-0.8,2.7,4.0,-0.2,4.0,-2.0,2.3,-7.9,-1.8,-2.1
Cc1cccc(C(=O)OCC(=O)Nc2nccs2)c1,1.5,2.5,11.4,0.3,1.9,-2.1,-0.7,-4.1,-2.9,-0.7
COc1ccc(NC(=O)CN(C)C(=O)c2cc(-c3ccc(C)o3)nc3ccccc23)cc1,4.8,9.1,6.0,-7.5,26.9*,-1.2,5.8,-2.1,-17.3,-2.8
CCC1S/C(=C(\C#N)C(=O)NCc2ccco2)N(c2ccc(Br)cc2)C1=O (centres undefined),0.9,-5.2,4.3,0.0,3.0,1.2,12.7,2.4,-1.5,-4.3
CC(=O)Nc1ccc(O)cc1[N+](=O)[O-],0.6,-0.2,-16.9,-2.4,-1.1,1.6,20.3*,-2.1,-0.6,-4.3
COC(=O)C(C)C1Sc2ccccc2NC1=O (centres undefined),1.7,0.1,9.8,-2.2,-0.1,0.4,-1.1,-3.6,1.3,6.4
# (more compounds)
SMILES,rCAG RNA binder,GC-B act,TDP2 inh,MBD2 inh,PRMT1 inh,LEDGF integ inh,SIAE inh,TCR CD3 inh,HTRA1 inhibitor,mABHD4 FP
COc1cccc(OCC(O)CN2CC(C)CC(C)C2)c1 (centres undefined),-1.4,·,-14.5,-2.0,-0.7,-1.9,-1.8,2.8,-1.3,-1.8
COc1ccc(Cn2c(=N)c(C(=O)NCC3CCCO3)cc3c(=O)n4ccccc4nc32)cc1 (centres undefined),-1.2,33.2,-4.2,-8.7,-5.7,-4.7,-2.6,15.4,-9.2,1.2
Cc1ccc(CN2CCN(Cc3ccc(Oc4ncccn4)cc3)CC2CCO)cc1 (centres undefined),-0.4,2.2,6.8,-0.7,-3.3,3.6,3.0,-3.6,-1.3,-0.4
CN(C)N=Nc1nc[nH]c1C(N)=O,0.5,6.1,11.0,0.0,2.0,-4.0,0.9,0.7,6.8,-0.9
